M1 PAM – human M1 muscarinic receptor positive allosteric modulators, primary screen, CHO-K1 cells, Fluo-8 calcium fluorescence, 1536-well. 360,000 tested, 0.088% active. AID 588819, 2011. Muscarinic acetylcholine receptor M1 (Homo sapiens), P11229. activation, % at 3 µM. CHO-K1 hM1, ACh EC20; 0% = ACh EC20, 100% = maximal ACh; in the data active = activation above about 19%, passing the limit was not always enough
Target sequence (P11229 whole entry, looked up): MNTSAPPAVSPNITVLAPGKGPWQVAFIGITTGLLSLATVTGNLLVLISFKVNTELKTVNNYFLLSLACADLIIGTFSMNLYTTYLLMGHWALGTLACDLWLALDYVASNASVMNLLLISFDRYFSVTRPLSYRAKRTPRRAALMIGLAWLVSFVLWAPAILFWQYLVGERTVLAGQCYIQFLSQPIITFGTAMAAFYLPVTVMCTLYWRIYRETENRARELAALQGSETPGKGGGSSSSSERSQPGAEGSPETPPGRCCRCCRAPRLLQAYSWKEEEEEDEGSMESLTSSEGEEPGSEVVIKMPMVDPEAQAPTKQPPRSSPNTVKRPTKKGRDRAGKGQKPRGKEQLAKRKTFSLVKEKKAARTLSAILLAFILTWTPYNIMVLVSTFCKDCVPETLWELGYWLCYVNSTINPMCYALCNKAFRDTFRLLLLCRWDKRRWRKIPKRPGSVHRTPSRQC
CHO-K1 Ca antag – nonselective inhibitor or artifact in parental CHO-K1 cells. ATP-induced calcium, Fluo-8 fluorescence. 360,000 tested, 0.6% active. inhibition, % at 3 µM;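 active = inhibition above a per-plate cutoff, the plate's mean sample inhibition plus 3 SD, cut at about 24% in these data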;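 also: 0% = DMSO plus EC80 ATP and 100% = DMSO alone without ATP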
CHO-K1 Ca ag – counter-screen for M1 agonists: effect in parental CHO-K1 cells. Fluo-8 calcium fluorescence; scaled to maximal ATP response, vehicle zero. AID 602248, 2012. activation, % at 3 µM. 360,000 tested, 0.48% active; in the data active = activation above about 15%;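 also: untransfected CHO-K1 host cells lacking M1 receptor as counterscreen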
CHRM1 antagonist – human M1 muscarinic receptor antagonists, primary screen, CHO-K1 cells, Fluo-8 calcium fluorescence, 1536-well. CHO-K1 hM1, ACh EC80 antagonist. inhibition, % at 3 µM. 360,000 tested, 1.3% active;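 active = percent inhibition above its own plate's cutoff, namely the mean of that plate's compound wells plus 3 SD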;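 also: peak over basal fluorescence ratio during 140 s after agonist addition; 0% = ACh EC80 plus DMSO and 100% = DMSO alone without agonist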
TAAR1 antagonist – human TAAR1 antagonists, primary screen, Fluo-8 calcium fluorescence, CHO RD-HGA16 cells; antagonist; inhibition, % at 3 µM; 360,000 tested, 1.5% active; Trace amine-associated receptor 1 (Homo sapiens), Q96RJ0;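 active = inhibition above a per-plate cutoff, the mean inhibition of test compounds on that plate plus 3 SD, cut at about 49% in these data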;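 also: 0% = DMSO plus EC80 beta-PEA response and 100% = DMSO alone without agonist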
Target sequence (Q96RJ0 whole entry, looked up): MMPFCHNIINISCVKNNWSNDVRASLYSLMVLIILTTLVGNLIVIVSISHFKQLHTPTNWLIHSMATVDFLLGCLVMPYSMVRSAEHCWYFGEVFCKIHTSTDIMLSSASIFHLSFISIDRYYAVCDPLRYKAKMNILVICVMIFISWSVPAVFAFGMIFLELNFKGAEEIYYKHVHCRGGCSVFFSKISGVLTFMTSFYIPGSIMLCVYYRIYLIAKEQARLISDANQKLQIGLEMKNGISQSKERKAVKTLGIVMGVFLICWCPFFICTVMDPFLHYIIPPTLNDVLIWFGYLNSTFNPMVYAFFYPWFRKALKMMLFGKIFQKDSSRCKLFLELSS
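Test system: hTAAR1-expressing CHO RD-HGA16 cells, Gα16-coupled; Probe or stimulus: EC80 β-phenethylamine stimulus; Compound dosing: single nominal final test compound concentration of 3 µM; Timing: 140 s kinetic read after compound, 140 s after agonist; Signal: Fluo-8 calcium-sensitive fluorescence; Measure: % inhibition of agonist calcium response; Controls: DMSO and EC80 PEA controls.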
CHO parental Ca – ATP-evoked calcium signal inhibitors, parental CHO, primary screen, counter-screen for OX1R antagonist project, cell-based, fluorescence, Fluo-8 calcium dye; 330,000 tested, 0.63% active; inhibition, % at 5.6 µM; parental CHO-K1, ATP-induced calcium, Fluo-8 fluorescence;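 active = inhibition above that plate's mean sample inhibition plus 3 SD, cut at about 26% in these data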;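 also: 0% = ATP-challenged DMSO wells and 100% = DMSO wells without ATP; some compounds past the cut are filed as inactive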
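Test system: untransfected parental CHO cell line; also added: ATP stimulus; dosing: 5.6 µM, single dose; signal: calcium-sensitive Fluo-8 fluorescence; measure: percent inhibition of ATP-evoked calcium rise, normalized to controls; benchmarks: low control ATP plus DMSO, high control DMSO only; replication: one well per compound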
M1 PAM parental – nonselective calcium activators in parental CHO-K1 cells, primary screen, counter-screen for M1 PAM project, cell-based, Fluo-8 calcium fluorescence, full deck, 1536-well | ATP EC20; 0% at ATP EC20, 100% at ATP max | activation, % at 3 µM | 360,000 tested, 0.02% active | AID 602247, 2012;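 active = activation above the run cutoff, the mean activation of all test compounds plus 3 SD, cut at about 40% in these data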;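 also: peak over basal fluorescence ratio in a 140 s read after ATP addition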
CHRM1 agonist – human M1 muscarinic receptor agonists, primary screen, Fluo-8 calcium fluorescence, CHO-K1 cells, HTS | CHO-K1 hM1, agonist mode; 0% DMSO, 100% acetylcholine EC100 | activation, % at 3 µM | 360,000 tested, 0.33% active | AID 588814, 2011;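 active = activation above the run's mean compound activation plus 3 SD, cut at about 16% in these data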;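 also: peak over basal fluorescence ratio within a 140 s kinetic read after compound addition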
TAAR1 agonist – human TAAR1 agonists, primary screen, Fluo-8 calcium fluorescence, CHO RD-HGA16 cells; Trace amine-associated receptor 1 (Homo sapiens), Q96RJ0; vehicle wells 0%, saturating PEA agonist 100%; activation, % at 3 µM; 360,000 tested, 0.99% active;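 active = activation above the mean activation of all test compounds in the run plus 3 SD, cut at about 38% in these data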
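Signal – calcium-sensitive Fluo-8 signal, excitation 470-495, emission 515-575 nm · System – RD-HGA16 (CHO) cells co-expressing Gα16 and hTAAR1 · Incubation – 17-24 h seeding, 75 min 37 °C dye, 30 min RT · Compound dosing – 3 µM single concentration · Repeats – no replicates (n 1)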
* = called active by the depositor; . = no result given.

SMILES	M1 PAM	CHO-K1 Ca antag	CHO-K1 Ca ag	CHRM1 antagonist	TAAR1 antagonist	CHO parental Ca	M1 PAM parental	CHRM1 agonist	TAAR1 agonist
COc1ccccc1N1CCN(C(=O)c2cccc3c(=O)c(C)c(-c4ccccc4)oc23)CC1	-21.6	2.5	7.5	14.2	60.2*	-7.9	15.6	0.0	70.0*
CC1(C)c2ccccc2-c2nc3ccccc3cc2C1N1CCOCC1 (stereo not given)	7.5	-14.0	-0.8	-14.1	-10.2	.	-5.2	-2.9	-1.0
CCN1/C(=C/c2cccc[n+]2C)Sc2ccc(OC)cc21	8.7	-21.1	0.7	-14.6	-0.7	2.1	-13.9	-10.7	2.6
CC(C)c1onc(C(=O)NCc2cccs2)c1[N+](=O)[O-]	4.5	1.5	0.3	-4.9	0.6	-11.0	-3.0	-8.0	0.3
CCOC(=O)c1cc(C(=O)OCC)c(=O)[nH]c1SCc1ccccc1	13.9	-10.1	-0.1	-22.8	-27.5	-13.4	6.4	-0.3	40.8*
CC1=NC(=O)C(N=Nc2cccc(C(=O)O)c2)N1c1ccccc1 (stereo not given)	7.9	-3.1	0.2	-0.2	-8.1	-6.0	3.6	-6.1	7.2
CC(C)NC(=O)/C(=C/c1cn(-c2ccccc2)nc1-c1cccc([N+](=O)[O-])c1)NC(=O)c1ccccc1	-2.4	-7.1	3.8	2.6	11.4	-11.7	7.1	-2.2	1.5
CCOc1ccc(NC(=O)c2sc3nc(N4CCOCC4)c4c(c3c2N)CCCC4)cc1	17.4	7.3	-0.6	-5.1	-10.0	-17.9	-0.1	3.1	1.3
COc1ccccc1NC(=S)NNC(=O)c1ccc(O)cc1	0.7	-15.0	0.0	-6.2	-7.0	-5.2	24.4	-3.6	16.8
COc1ccc2c(c1)CCc1sc(NC(=O)c3ccco3)nc1-2	25.9	1.8	0.0	-37.8	.	4.5	17.0	0.7	.
COC(=O)c1c(C)oc2c1cc(NS(=O)(=O)c1cccs1)c1ccccc12	5.5	3.6	-0.4	-23.7	-9.2	-15.4	12.4	-2.8	-1.2
O=C(c1cc2nc(-c3ccccc3)cc(C(F)(F)F)n2n1)N1CCCC1	8.2	-9.4	0.8	-15.8	-14.2	.	19.6	-1.2	-1.9
CN1CCN(NC(=O)c2cc([N+](=O)[O-])cc([N+](=O)[O-])c2)CC1	8.8	-17.6	0.7	-11.7	-11.9	-8.8	20.9	-1.6	7.6
CCCN(Cc1nnc(-c2cccs2)o1)C(=O)CN1C(=O)NC2(CCC(C)CC2)C1=O (stereo not given)	3.7	-17.5	0.0	-3.9	-1.6	-22.1	5.4	-5.3	-2.6
CCN(C(=O)c1cccc(Br)c1)c1ccccc1	-4.0	9.9	-0.5	1.8	-14.0	-3.2	-8.4	-9.8	-1.7
CCC(C)(C)c1nnc(NC(=O)c2ccc([N+](=O)[O-])cc2)s1	5.9	-0.8	0.3	-3.1	3.3	4.9	12.1	-2.0	16.2
O=S(=O)(c1cccc(C(F)(F)F)c1)N1CCC(c2nc3ccccc3[nH]2)CC1	-4.5	-10.2	7.4	-0.1	8.7	-22.3	24.4	-8.4	4.3
Cc1cc(CNC(=O)c2cc(-c3ccccc3)nc3ccccc23)nn1C	-4.5	6.0	5.0	12.1	51.9*	-14.7	0.4	-2.0	7.7
O=C(Nc1ccccc1OCc1ccccc1)c1ccccc1Br	0.3	1.4	9.0	-14.6	18.3	1.0	18.3	-4.5	6.7
CCOC(=O)C(C)Sc1nc(-c2ccccc2)nc2ccc(F)cc12 (stereo not given)	4.5	3.4	0.0	-5.2	2.0	-9.4	12.2	-2.4	4.8
O=C(NNC(=O)C1CCC1)c1ccc(Br)cc1	6.5	0.9	3.1	-6.4	-16.8	-2.2	8.8	-1.3	1.9
Cc1cc(NC(=O)Nc2ccc(C)c(C)c2)no1	-4.1	4.5	1.1	-0.8	14.5	-5.8	3.3	3.2	14.5
CCCC(=O)c1cc2ccccc2oc1=O	11.1	-15.2	0.6	-15.0	7.5	-0.4	15.8	-3.1	-0.7
Cn1cccc1C(=O)NNC(=O)COc1ccccc1Cl	-7.1	-3.4	0.2	15.8	18.0	-12.6	-12.7	-3.1	5.7
COC(=O)C1CCN(C(=O)CN2C(=O)NC(CCc3ccccc3)C2=O)CC1 (stereo not given)	-0.8	-8.8	0.3	-27.8	-8.3	-15.1	13.2	-1.8	17.6

Overlap with the part before: four entries; new compounds follow.
SMILES	M1 PAM	CHO-K1 Ca antag	CHO-K1 Ca ag	CHRM1 antagonist	TAAR1 antagonist	CHO parental Ca	M1 PAM parental	CHRM1 agonist	TAAR1 agonist
Cc1cc(NC(=O)Nc2ccc(C)c(C)c2)no1	-4.1	4.5	1.1	-0.8	14.5	-5.8	3.3	3.2	14.5
CCCC(=O)c1cc2ccccc2oc1=O	11.1	-15.2	0.6	-15.0	7.5	-0.4	15.8	-3.1	-0.7
Cn1cccc1C(=O)NNC(=O)COc1ccccc1Cl	-7.1	-3.4	0.2	15.8	18.0	-12.6	-12.7	-3.1	5.7
COC(=O)C1CCN(C(=O)CN2C(=O)NC(CCc3ccccc3)C2=O)CC1 (stereo not given)	-0.8	-8.8	0.3	-27.8	-8.3	-15.1	13.2	-1.8	17.6
CCOC(=O)/C(=C\c1cn(C)c2ccccc12)[N+](=O)[O-]	11.7	-9.7	0.8	-25.4	-24.1	-9.8	16.9	-2.5	-0.7
COc1ccccc1C(=O)Nc1nnc(S(=O)(=O)N2CCN(c3ccc(F)cc3)CC2)s1	1.7	-5.3	0.4	-2.1	-18.7	-16.8	-4.1	-0.9	2.7
O=C(Cc1ccc(Cl)c(Cl)c1)Nc1ccc(S(=O)(=O)Nc2ncccn2)cc1	6.0	-5.1	0.3	-12.3	-0.9	3.5	6.0	-11.2	-0.7
CCC(=O)NC(c1cc(Cl)c2cccnc2c1O)C(C)C (stereo not given)	10.2	-9.4	1.0	-9.2	-10.9	-14.0	9.6	-1.8	2.5
O=C(Nc1ccccc1)NC(Cc1ccc(O)cc1)C(=O)O (stereo not given)	8.7	-12.1	1.3	-11.0	18.9	2.6	20.7	-1.8	3.2
Cc1ccc(C)c(OCCC(=O)OCC(=O)NCCc2ccc(S(N)(=O)=O)cc2)c1	6.7	-5.5	4.9	-9.4	-0.8	-9.3	10.7	0.2	3.3
O=C(NCc1ccc2c(c1)OCO2)c1nc(Cn2cc(Br)cn2)no1	-3.9	11.4	0.2	7.7	-6.2	-15.6	6.7	-2.3	3.2
CNc1cc(C)c(C#N)c2nc3ccccc3n12	6.9	-6.7	1.3	-16.9	0.3	-7.3	21.5	-2.7	0.8
CCOC(=O)c1c(NC(=O)CCN2CCOCC2)sc2c1CC(C)(C)OC2	8.9	-10.8	1.6	-4.3	1.7	-16.4	16.5	-5.1	5.8
Cc1ccc(Sc2nc(C)cc(C)c2S(C)(=O)=O)cc1	8.7	-3.6	-0.1	-12.8	-24.4	-21.9	2.7	-5.0	9.7
Cc1ccc(NC(=O)c2ccc([N+](=O)[O-])cc2Cl)nc1	4.3	-5.9	-0.4	-9.7	-12.6	-6.7	17.6	-4.4	3.6
O=C(Nc1nccs1)c1cn(-c2ccccc2)nc1-c1ccncc1	-21.4	-1.2	4.1	5.0	39.3	-31.8	14.6	-9.7	37.9*
Cn1c(=O)c2c(nc(SCCCC#N)n2Cc2ccccc2F)n(C)c1=O	9.8	-4.6	0.4	-15.0	-11.7	-12.1	16.8	-4.9	1.1
c1ccc(COCCN2CCN(CCOCc3ccccc3)CC2)cc1	-7.8	-4.9	0.9	1.1	.	-4.2	9.7	-8.1	.
O=C(Nc1ccccc1F)c1cc(Cl)sc1Cl	-1.3	-12.8	-0.5	8.5	3.2	-7.3	-3.3	-3.1	4.6
COc1cccc(C(C)(O)c2nc(-c3ccc4ccccc4c3)cs2)c1 (stereo not given)	-1.6	-8.7	3.9	3.1	17.4	.	6.2	1.5	1.1
O=C(NNC(=O)c1ccc[nH]1)Nc1cc(Cl)cc(Cl)c1	8.4	-11.1	0.5	-15.9	-3.4	2.9	17.5	-1.1	1.2
O=c1ccccn1Cc1c(F)cccc1Cl	-4.8	0.0	0.4	13.6	14.6	-4.7	14.0	-1.5	8.1
CC1(C)C(C=C(Cl)Cl)C1C(=O)OCc1cccc(Oc2ccccc2)c1 (stereo not given)	0.4	-5.5	0.3	-21.6	-10.0	-19.9	12.5	0.3	4.3
O=[N+]([O-])c1cc(S(=O)(=O)Nc2ccccc2)ccc1N1CCN(c2ccc(O)cc2)CC1	6.8	12.1	3.5	-11.2	24.9	20.6	19.5	-3.6	8.9
COc1cc(CN2CCCC(C(=O)c3ccc(C(C)(C)C)cc3)C2)cc(OC)c1O (stereo not given)	-15.3	-6.8	0.5	9.0	-8.2	-15.0	-3.6	-9.6	53.9*
Cc1ccc(-c2cc(C(=O)N3CCN(C(=O)c4ccco4)CC3)[nH]n2)cc1C	-6.1	-5.8	2.5	4.9	3.7	-20.3	3.0	-4.2	3.7
Cc1ccccc1NC(=S)NC(NC(=O)c1ccccc1C)C(Cl)(Cl)Cl (stereo not given)	-3.8	13.8	4.1	8.4	20.4	1.8	-7.5	0.8	7.8
COc1ccc(S(=O)(=O)N2CCOCC2)cc1NC(=O)CN1C(=O)NC2(CCCC2)C1=O	8.7	-5.3	0.0	-5.8	-19.5	-2.8	3.6	-0.9	2.9
CCN(CC(=O)Nc1c(F)cccc1F)C(=O)CSc1ccccc1	0.7	0.8	0.4	-1.4	96.9*	-13.8	2.0	-0.3	-2.0
Cn1c(=O)c2c(nc(SCC(=O)N3CCOCC3)n2C)n(C)c1=O	4.3	-17.9	1.0	-9.9	-0.7	4.5	6.3	-1.1	1.5
CCOc1cc(N2CCOCC2)c(OCC)cc1NC(=O)CN1C(=O)NC(CC)(c2ccc(F)cc2)C1=O (stereo not given)	14.6	-20.1	1.6	-10.8	5.4	.	12.8	-0.4	2.3
Cc1ccc(OC(=O)c2ccc(S(=O)(=O)N(C)C)cc2)c(-n2nc3ccccc3n2)c1	-6.8	-14.9	1.1	10.5	4.9	-12.0	7.5	-6.3	10.1
CN(Cc1ccccc1)C(=O)COC(=O)c1ccccc1Nc1ccccc1	3.3	-20.5	0.8	-3.2	22.9	-5.3	24.5	-5.7	1.2
NS(=O)(=O)c1cccc(NC(=O)c2cccc(S(=O)(=O)N3CCCCCC3)c2)c1	7.7	-15.8	1.5	-14.3	1.2	-18.2	25.2	-4.1	-0.9

Screening results as filed in PubChem BioAssay.
